# Source: PubChem BioAssay (The Scripps Research Institute Molecular Screening Center)
# FBW7 activator – FBW7 E3 ligase activators, primary screen, biochemical, AlphaScreen, human. F-box/WD repeat-containing protein 7 (Homo sapiens), Q969H0. 650,000 compounds, 0.13% hits. AlphaScreen FBW7–phospho-cyclin E peptide binding, activator screen. normalized activity (activation), % at 26.1 µM; in the data active means normalized activity above about 1.9%;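 further: purified mutant Fbw7 with reduced substrate affinity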
# Target sequence (Q969H0 whole entry, looked up): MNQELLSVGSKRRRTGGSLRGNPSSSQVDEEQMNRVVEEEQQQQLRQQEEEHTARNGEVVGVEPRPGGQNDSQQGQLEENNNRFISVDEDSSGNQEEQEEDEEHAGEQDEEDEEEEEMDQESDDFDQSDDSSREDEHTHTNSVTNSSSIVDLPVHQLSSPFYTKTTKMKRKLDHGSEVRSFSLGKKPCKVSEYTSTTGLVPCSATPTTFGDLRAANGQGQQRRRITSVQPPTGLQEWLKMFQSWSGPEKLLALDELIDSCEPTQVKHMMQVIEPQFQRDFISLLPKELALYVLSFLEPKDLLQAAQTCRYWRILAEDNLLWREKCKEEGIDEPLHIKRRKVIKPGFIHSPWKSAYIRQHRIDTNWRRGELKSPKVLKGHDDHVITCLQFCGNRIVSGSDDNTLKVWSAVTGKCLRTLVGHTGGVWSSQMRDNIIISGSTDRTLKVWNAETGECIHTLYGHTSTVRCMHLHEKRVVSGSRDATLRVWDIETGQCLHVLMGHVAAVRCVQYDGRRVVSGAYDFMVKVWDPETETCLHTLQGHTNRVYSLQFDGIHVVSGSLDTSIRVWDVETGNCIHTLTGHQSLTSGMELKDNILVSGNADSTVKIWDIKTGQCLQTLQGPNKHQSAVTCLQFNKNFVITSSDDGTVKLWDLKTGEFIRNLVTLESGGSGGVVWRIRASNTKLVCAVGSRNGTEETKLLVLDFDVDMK
# GPR151 activ – activators of human GPR151, primary screen, cell-based, PathHunter beta-arrestin, luminescence. G-protein coupled receptor 151 (Homo sapiens), Q8TDV0. PathHunter beta-arrestin GPR151 cells. activation, % at 11.2 µM. 650,000 compounds, 1% hits. AID 1508602, 2020; in the data active means activation above about 4.9%;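 further: 0% = median of compound wells and 100% = cells with positive control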
# Target sequence (Q8TDV0 whole entry, looked up): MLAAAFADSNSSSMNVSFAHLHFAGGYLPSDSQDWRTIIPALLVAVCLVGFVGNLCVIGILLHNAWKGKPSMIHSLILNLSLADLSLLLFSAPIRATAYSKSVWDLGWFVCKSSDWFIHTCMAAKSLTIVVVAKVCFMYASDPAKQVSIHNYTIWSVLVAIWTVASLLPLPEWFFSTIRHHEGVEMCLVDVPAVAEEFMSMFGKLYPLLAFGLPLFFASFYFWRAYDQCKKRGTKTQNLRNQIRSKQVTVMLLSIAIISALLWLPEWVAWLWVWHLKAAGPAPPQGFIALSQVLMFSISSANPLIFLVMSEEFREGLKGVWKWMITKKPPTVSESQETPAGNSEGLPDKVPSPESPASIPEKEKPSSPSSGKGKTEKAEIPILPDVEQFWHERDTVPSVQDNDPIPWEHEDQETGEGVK
# MITF inh – MITF inhibitors, primary screen, biochemical, AlphaScreen, human | inhibition, % at 2.6 µM | AlphaScreen MITF homodimerization, bead proximity signal | 650,000 compounds, 0.91% hits | Microphthalmia-associated transcription factor (Homo sapiens), O75030 | AID 1259374, 2018; in the data active means inhibition above about 50%;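 further: 0% = vehicle wells with protein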
# TEAD-YAP block – TEAD-YAP interaction inhibition, primary screen, TEAD-YAP interaction inhibitor project, luminescence, HEK-TIYL cells; TEAD-Gal4/YAP UAS-luciferase luminescence; inhibition, % at 9.12 µM; 640,000 compounds, 1.4% hits; AID 1259422, 2018; in the data active means inhibition above about 32%;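 further: 0% = median of test compound wells and 100% = reference inhibitor wells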
# An asterisk follows results filed as active. This is a random part of the collection (roughly 3.4% active in at least one column).
mol | FBW7 activator | GPR151 activ | MITF inh | TEAD-YAP block
COc1cc(C2/C(=C(\O)c3ccc(Cl)cc3)C(=O)C(=O)N2c2nc3ccccc3s2)ccc1O (centres undefined) | 0.4 | -1.3 | 14.0 | -10.4
COCC(=O)Nc1nnc(SCC(=O)NC(C)(C)C)s1 | 0.1 | 0.2 | -19.9 | -1.4
O=C1/C(=C/c2cc3c(cc2Cl)OCO3)SC(=Nc2ccccc2)N1c1ccccc1 | -0.1 | 1.1 | -7.6 | -7.0
CS(=O)(=O)c1cccc(S(=O)(=O)N2CCN(c3cccc(Cl)c3)CC2)c1 | 0.0 | -0.1 | -2.1 | 1.7
COc1cccc(C2CC(c3cccs3)=NN2C(=O)CSc2nnc(CNC(=O)Cc3ccccc3)n2-c2cccc(C)c2)c1OC (centres undefined) | -0.1 | 1.3 | 5.5 | 12.3
O=C(CN1Cc2ccccc2C1=O)Nc1ccc(-c2nc3ccccc3[nH]2)cc1 | -0.1 | 0.7 | 0.6 | -1.9
Cc1ccc(CN2CCN3C(=O)[C@H](CO)NC(=O)[C@H]3C2)cc1 | 0.0 | -0.9 | -0.7 | 3.5
CCOc1ccc(N/C(SCc2ccc(Cl)cc2)=C(/C#N)C(=O)NCc2ccco2)cc1 | -0.2 | -1.5 | 5.5 | 3.7
O=C(NCC1COC2(CCCC2)O1)c1ccc2ccccc2c1 (centres undefined) | -0.1 | 0.4 | 17.7 | -36.3
COc1ccc(S(=O)(=O)NCC2CCC(C(=O)NCc3cccnc3)CC2)cc1 (centres undefined) | 0.1 | 0.3 | -0.5 | 0.4
Cc1cc(C)c(OCC(O)CN2CCCCC2C)c(C)c1 (centres undefined) | 0.1 | -1.0 | 0.6 | 10.2
COC(=O)CCNc1ncnc2sc(C)c(C)c12 | 0.8 | 1.0 | 10.2 | 5.7
CCOC(=O)N1CCC(NC(=O)c2ccc(CNC(=O)c3cccc(Br)c3)cc2)CC1 | -0.2 | 2.4 | 9.2 | -5.5
CCN(CC)c1ccc(NC(C)=O)cc1 | -0.1 | 1.5 | -6.6 | 10.2
CC(C)c1ccc(-n2ccnc2SCC(=O)O)cc1 | 0.1 | -0.2 | -2.0 | -0.9
CCOC(=O)C1C(=O)CC(C)(O)C(C(=O)OCC)C1c1ccc(OCc2ccccc2)c(OC)c1 (centres undefined) | 0.0 | -1.4 | -3.4 | -3.3
Cc1cc(C)n2nc(C(=O)NC34CC5CC(CC(C5)C3)C4)nc2n1 | 0.5 | -1.4 | 12.8 | -6.0
O=C1N[C@@H](Cc2ccc(Cl)cc2)C(=O)N2CCN(C(=O)c3cc(F)c(F)cc3F)C[C@H]12 | 0.7 | 0.1 | 8.4 | 4.8
N=c1oc2cc(O)ccc2cc1C(=O)Nc1ccc(Cl)cc1 | 0.1 | 0.7 | -11.5 | -31.7
CCOc1ccc(NC(=O)/C=C\C(=O)O)cc1 | 0.0 | -0.1 | 16.5 | -0.3
O=C(NCc1ccccc1)c1ccc2nc(N3CCCC3CO)sc2c1 (centres undefined) | 0.4 | -0.9 | 20.4 | -31.8
Brc1ccc(CN2CCC(c3nc4ccccc4[nH]3)CC2)cc1 | -0.1 | 2.1 | -1.1 | 20.1
CCOC(=O)N/N=C(\C)c1ccc(O)cc1O | 0.2 | 1.3 | 16.0 | -26.1
CC(=O)c1ccc(NC(=O)CCCOc2ccc(Cl)cc2C)cc1 | 1.4 | -0.3 | -1.6 | 2.8
Cc1cccc(NC(=O)CSc2nnc(C3CC3)n2CC2CCCO2)c1 (centres undefined) | -0.1 | 0.4 | -6.1 | -3.2
COc1ccc2oc(=O)c(C(=O)Oc3ccc(NC(C)=O)cc3)cc2c1 | 0.0 | -0.4 | 7.0 | -2.1
CS(=O)(=O)NCc1nc(NC2CCCC2)c2cc(Cl)ccc2n1 | -0.1 | 0.1 | -8.7 | 9.5
C=CCNC(=O)c1ccc(SCC(=O)OCC)c([N+](=O)[O-])c1 | 0.1 | 0.4 | -5.2 | 2.9
CCOC(=O)CSc1nnc(-c2ccc(S(=O)(=O)N3CCC(C)CC3)cc2)o1 | -0.3 | -0.4 | -1.4 | -1.5
COc1ccc2cc(-c3nc4ccccc4[nH]3)c(=Nc3ccc(C(N)=O)cc3)oc2c1 | 0.0 | -7.2 | -8.2 | 66.1*

# Brought forward from above: 4 compounds; new compounds follow.
mol | FBW7 activator | GPR151 activ | MITF inh | TEAD-YAP block
CS(=O)(=O)NCc1nc(NC2CCCC2)c2cc(Cl)ccc2n1 | -0.1 | 0.1 | -8.7 | 9.5
C=CCNC(=O)c1ccc(SCC(=O)OCC)c([N+](=O)[O-])c1 | 0.1 | 0.4 | -5.2 | 2.9
CCOC(=O)CSc1nnc(-c2ccc(S(=O)(=O)N3CCC(C)CC3)cc2)o1 | -0.3 | -0.4 | -1.4 | -1.5
COc1ccc2cc(-c3nc4ccccc4[nH]3)c(=Nc3ccc(C(N)=O)cc3)oc2c1 | 0.0 | -7.2 | -8.2 | 66.1*
CCOC(=O)N1CCN(c2nc(-c3ccc(OC)c(OC)c3)cc(C(F)(F)F)n2)CC1 | 0.1 | -0.6 | 0.9 | -1.4
COc1cccc2ccc(CN3CCc4nnc(C(C)NC(=O)C5CC5)n4CC3)nc12 (centres undefined) | -0.1 | 0.8 | -0.4 | -9.3
CCOC(=O)Cc1csc(NC(=O)c2cc3c(s2)CCCC3)n1 | -0.2 | 0.3 | 12.1 | -9.4
O=C(Nc1cccnc1)c1ccccc1N(Cc1ccccc1)S(=O)(=O)c1ccccc1 | 0.0 | 0.9 | 7.2 | -1.5
C=CCN1CCN(C(c2ccc(OC)cc2OC)c2nnnn2CCc2ccccc2)CC1 (centres undefined) | 0.0 | -0.4 | 5.6 | 14.5
O=C(NCc1ccccc1)c1cc(N2CCc3ccccc3C2)nc2ccccc12 | 0.1 | 0.1 | 0.4 | 1.2
COc1ccc(-c2c(C(F)(F)F)oc3cc(OC(=O)c4cccc(C)c4)ccc3c2=O)cc1OC | 0.1 | 1.8 | 9.1 | 0.0
Cc1ccc(-n2c(O)c(/C=N/c3ncn[nH]3)c3ccccc3c2=O)cc1 | 0.0 | 1.0 | 11.6 | 10.4
COc1cccc(CNC(=O)c2c[nH]n3c(=O)c(Cl)c(C)nc23)c1 | 0.0 | -0.5 | 5.4 | 8.9
Fc1ccc(/C=C/c2nnc(-c3cccs3)o2)cc1 | -1.0 | -3.7 | 0.1 | -24.3
CCSc1nnc(NC(=O)CSc2nnc3c4ccccc4n(C(C)C)c3n2)s1 | -0.1 | -2.1 | -9.5 | -5.5
O=S(=O)(Nc1ccccc1Cl)c1ccc(NS(=O)(=O)c2cccs2)cc1 | -0.1 | -1.0 | -4.7 | -4.5
CC(C)OC(=O)c1ccc(NC(=O)c2cc3ccccc3oc2=O)cc1 | 0.0 | -0.8 | -4.7 | 9.7
COC(=O)c1ccc(Nc2cc(C)nc3c(C)cc(C)cc23)cc1 | 0.0 | 0.3 | -7.0 | 48.6*
Cc1ccc(CN2CCc3nnc(C(C)NC(=O)c4cc(F)ccc4F)n3CC2)cc1 (centres undefined) | -0.1 | 0.7 | 8.0 | 8.2
COc1ccc(NC(=O)CC2SCCNC2=O)cc1 (centres undefined) | 1.6 | -1.3 | 6.4 | -20.7
CCOc1cccc(/C=N/c2ccccn2)c1O | 0.0 | 0.5 | -363.9 | 11.9
CCOC(=O)c1ccc(N=c2oc3ccccc3cc2-c2nc3ccccc3[nH]2)cc1 | 0.0 | -2.3 | -1.3 | -23.0
O=C(Nc1ccc(Br)cc1)c1cc(S(=O)(=O)NCc2ccccc2)ccc1F | -0.1 | 1.1 | 7.7 | 1.8
CC(C)c1cc(C(=O)Nc2ccc3c(c2)OCO3)no1 | -0.1 | -1.8 | -9.0 | -24.3
N#C/C(=C\c1cn(Cc2ccccc2)c2ccccc12)c1nn(CCO)c(N)c1C#N | 0.1 | 0.3 | 9.8 | -2.2
Brc1ccc(Cn2nnc(-c3ccccc3)n2)cc1 | 0.1 | -0.7 | -6.2 | -16.0
COc1ccc(CC(=O)Nc2oc(-c3ccccc3)c(-c3ccccc3)c2C#N)cc1OC | -0.2 | 0.0 | 0.3 | 5.0
N#Cc1ccc(NC(=O)c2cnccn2)cc1 | -0.1 | -0.3 | -3.5 | -7.4
N#Cc1ccc(COC(=O)c2c(F)cccc2F)cc1 | 0.2 | 1.6 | 7.9 | 18.1
CN1CCN(CCn2c(-c3ccccc3)cn3c4ccccc4nc23)CC1 | 0.2 | 2.0 | 4.7 | -3.9
COC(=O)c1c(NC(=O)COc2cc(C)ccc2C(C)C)sc2c1CCC(C)C2 (centres undefined) | 0.1 | -1.2 | 0.6 | 2.0
CC(=O)Nc1ccc(CN2C(=O)C(C)Oc3ccc(F)cc32)cc1 (centres undefined) | -0.2 | -0.4 | -2.9 | 0.2
C=C(C)CN1C(=O)NC(CC)(C2CCN(Cc3nc4ccccc4s3)CC2)C1=O (centres undefined) | -0.2 | -0.3 | -9.2 | -1.0
Fc1cccc(Cl)c1CSc1ccc2nnc(-c3cccnc3)n2n1 | -0.2 | -0.8 | 2.1 | 6.8
Cc1ccc(N=Cc2c(C)[nH]n(-c3ccc(C)c(C)c3)c2=O)cc1 | 0.1 | -0.4 | 15.9 | 4.7
COc1ccc2nc(N3CCC(NC4C5CC6CC4CC(O)(C6)C5)CC3)nc(C)c2c1 (centres undefined) | -0.1 | -0.9 | -8.2 | -3.5
O=C(CCn1c(=O)oc2ccccc21)Nc1nc2c(s1)CCCC2 | -0.4 | 0.4 | 6.6 | -8.1
O=C(N1CCOCC1)N1CCN(c2nc(-c3ccccc3)cs2)CC1 | 0.0 | -0.2 | 10.1 | -8.9
OC1CCN(C(c2cccs2)c2nnnn2C2CCCC2)CC1 (centres undefined) | 1.0 | -0.7 | 6.0 | -0.9
COCCSc1ccccc1C(=O)Nc1ccc2c(c1)OCO2 | 0.1 | 0.6 | 8.8 | -0.3
CCCn1c(NC(=O)CCNC(=O)c2ccco2)nc2ccccc21 | -0.7 | 0.4 | -2.7 | -5.7
CSCc1ccc(C(=O)N2CCCC(CCC(=O)N(C)CCc3ccccn3)C2)o1 (centres undefined) | -0.1 | -0.5 | 2.0 | -3.3
O=C(CSc1cnccc1C(F)(F)F)NCCN1CCOCC1 | 0.0 | -0.4 | 3.6 | 6.0
O=C(Nc1ccc(S(=O)(=O)N2CCCC2)cc1)Nc1cccc(Cl)c1 | -0.1 | 1.8 | -0.2 | 10.1
COc1ccccc1NC(=O)NCCN1CCN(c2cccc(C)c2C)CC1 | -0.1 | 1.4 | 4.6 | 7.1
CC(=O)N(C)c1ccc(NC(=S)NC(=O)c2cccc([N+](=O)[O-])c2)cc1 | 0.9 | -0.3 | 5.1 | 6.4
CCOC(=O)c1sc(-c2ccccc2)cc1NC(=O)c1ccc(S(=O)(=O)N(C)c2ccccc2)cc1 | 0.3 | -0.6 | 18.6 | -0.4
O=C(CCCn1c(SCc2ccc(Cl)cc2)nc2ccccc2c1=O)NCCc1ccccc1 | 0.0 | 0.4 | -4.2 | 5.2
COc1ccccc1C(CC(=O)Nc1nccs1)c1ccc2c(c1)OCO2 (centres undefined) | 0.1 | 6.6* | -0.3 | -4.9
COc1ccccc1N1C(=O)c2ccccc2NC1c1cccc(Cl)c1Cl (centres undefined) | -0.1 | 0.3 | 13.5 | 5.2
NNC(=O)CCN1CCN(Cc2ccc3c(c2)OCO3)CC1 | -0.1 | 8.5* | -7.8 | -3.6
CC(=O)c1ccc(N2CCN(C(=O)CCS(=O)(=O)c3ccc(C)cc3)CC2)cc1 | 0.2 | 0.2 | 7.2 | -14.1
Cc1cc(C)cc(NC(=O)c2ccccc2NS(C)(=O)=O)c1 | -0.1 | 0.2 | -6.0 | 8.0
O=C(NCc1ccccn1)c1cc(S(=O)(=O)N2CCCCC2)c[nH]1 | -0.1 | -0.3 | 2.3 | 5.9
C=CCn1c(C)c(/C=C(/C#N)C(=O)OCC)c2ccccc21 | -0.1 | 0.8 | -0.4 | -6.2
COC(=O)C1CCN(C(=O)C2(c3cccs3)CCOCC2)CC1 | -0.1 | 0.4 | 2.4 | -0.3
COc1cccc(CNC(=O)c2nnn(CC(=O)Nc3ccc4c(c3)OCO4)c2N)c1 | 0.1 | -0.4 | -2.7 | -4.0
COc1ccc(NC(=O)CN2N=NC3C(=O)N(c4ccc(Cl)cc4)C(=O)C32)c(OC)c1 (centres undefined) | -0.1 | -0.6 | -0.1 | 19.3
CC(C)c1ccc2oc(-c3ccc(NC(=O)COc4ccc(Br)cc4)cc3)nc2c1 | -0.1 | -0.3 | 7.0 | 8.6
CCc1c(C)sc(NC(=O)C2CC3CCC2C3)c1C#N (centres undefined) | 0.0 | 1.0 | 1.9 | -20.6
CCCOc1ccc(/C(O)=C2/C(=O)C(=O)N(CCCN(C)C)C2c2ccc(N(C)C)cc2)c(C)c1 (centres undefined) | -0.1 | 0.3 | -2.7 | -12.2
O=C(COc1ccc2ccccc2c1)Nc1cc(Cl)ccc1C(=O)O | 0.1 | -1.1 | -3.6 | 12.1
CC1=C(C(N)=O)C(c2ccc(F)cc2)n2nc(SCc3ccccc3F)nc2N1 (centres undefined) | -0.1 | -0.1 | -5.0 | -1.6
CCN(CC)S(=O)(=O)c1cccc(C(=O)OCC(=O)c2cccc(C(F)(F)F)c2)c1 | -0.2 | -0.1 | -9.7 | 8.5
Cc1ccc2nc(-c3ccccc3)c(N)n2c1 | -0.1 | -10.1 | -1.3 | 68.5*
COc1ccc(C[C@@H]2NC(=O)[C@H]3CN(CC4CCCCC4)CCN3C2=O)cc1 | 0.0 | -0.9 | 2.5 | -9.0
